MT stabilizer – microtubule stabilizers in HeLa cells. HeLa tubulin immunostaining HCS, 24 h; share of cells brighter than vehicle mean+2SD. % tubulin-high responders, % at 10 µM. hit rate 0.83% among 200,000;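 active = plate Z-score above 3 for both tubulin-high and condensed-nucleus cell shares, with cell loss under 80%, at 10 µM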;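 note: anti alpha tubulin signal scored within the nucleus-defined area of each cell; some results filed as inactive read as strong as hits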
T cell modulator – T cell immune modulation candidate; 2C CD8+ T cell-vesicle binding, flow cytometry; stronger effect = lower value; calls only at 7 µM; hit rate 0.068% among 330,000;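 active = response, share of CD8 T cells binding vesicles, and their 90th percentile fluorescence all below set limits, cut at about 80% in these data, passing the limit was not always enough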
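Material: murine 2C transgenic CD8+ T lymphocytes / Also added: QL9-peptide-loaded Drosophila micro-vesicles bearing Ld, ICAM-1 and B7-1 / Schedule: binding step 1.5 h, 37 °C, antibody labelling 20 min, ice / Signal: flow cytometry, PE anti-B7-1 (FL2) versus Alexa647 anti-CD8 (FL8), PFA-fixed / Evaluation: percent CD8+ FL2 mean versus row control / Benchmarks: naked versus QL9-loaded vesicles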
WT yeast gro inh – growth inhibition of WT yeast, mitochondrial fusion screen. mitochondrial fusion phenotypic screen, WT strain. inhibition, % at 10 µM. hit rate 2.1% among 190,000; in the data active = inhibition above about 58%; tested in S. cerevisiae
West Nile virus CPE – inhibition of WNV-induced cytopathic effect – cell-based, CPE readout (AID 1621) | West Nile virus-infected cells, CPE inhibition; higher % means a stronger effect | CPE inhibition, % at 10 µM, or IC50 in µM where a hit was titrated | hit rate 0.02% among 290,000; in the data active = a potency from the dose series; inconclusive = CPE inhibition mostly from about 3.7% at the one dose, without a potency; inactive = the rest, 99 in 100 with CPE inhibition below about 2.2%; note: strong numbers were not always called active
b-catenin transl – alters nuclear translocation of beta-catenin in HeLa cells | immunofluorescence imaging | nuclear translocation activity, % at 5 µM | hit rate 0.3% among 190,000;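 active = nuclear translocation activity above 50% at 5 µM, with a well cell count of 50 or more; inconclusive = wells under 50 cells across six images, flagged as toxic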;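 note: per-cell ratio of nuclear to cytoplasmic median beta-catenin stain intensity; plate controls were DMSO negative control for no effect and GSK-3 inhibitor IX positive control for full effect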
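Test system: human HeLa cells, endogenous beta-catenin. Times: 24 h compound exposure, 37°C. Measured by: beta-catenin immunofluorescence imaging with DAPI.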
Myeloid diff 2 – myeloid differentiation induction | hit rate 1% among 360,000 | AID 624256 | ER-HoxA9 myeloid progenitors, lysozyme-GFP differentiation, flow cytometry | calls only at 10 µM;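 active = normalized GFP-positive differentiation at or above the plate's own cutoff, the solvent-only control mean plus 3 SD; inconclusive = no clear call, values can overlap the other calls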;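 note: cells exposed to compound for four days before flow analysis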
Lipid droplet – hepatic lipid droplet formation modulation; AML12 mouse hepatocytes, oleate lipid droplets, BODIPY imaging; inhibition, % at 6.5 µM; hit rate 0.4% among 240,000; AID 1656;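 active = lipid droplet intensity inhibited by at least 50%, with more than 500 cells counted; inconclusive = wells with under 300 cells, treated as cytotoxic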
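Assay system: AML12 mouse liver cells | Compound: 6.5 µM single-point dosing | Schedule: Overnight exposure | Technique: Fluorescence imaging, 20x objective, two fields per well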
Insulin prom up – MIN6 insulin promoter up-regulation; MIN6 insulin promoter-GFP reporter, high-content imaging; stronger effect = higher value; z-score at 5 µM; hit rate 0.3% among 190,000;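 active = z-score above 3 at 5 µM with at least 500 cells counted in the well; inconclusive = wells under 500 cells, flagged as cytotoxic or low count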
Autophagy HCS – alters autophagy in cells | MEF GFP-LC3 puncta imaging; test concentration mostly 10 µM | calls only at 10 µM (by protocol) | hit rate 0.98% among 190,000;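 active = percentage of spot-positive cells more than 3 SD above its plate mean, without a fluorescence outlier flag or 80% toxicity; inconclusive = no clear call, values can overlap the other calls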;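 note: spot-positive cell cutoff set from DMSO-treated cells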
WT yeast gro inh mutant strain – also measured in WT yeast gro inh; calls as there; inhibition, %; mitochondrial fusion phenotypic screen, mutant strain inhibition
Insulin prom up cell count – recorded beside Insulin prom up, whose call it bears; cell count; measured here: cytotoxicity, nuclei count;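 total cells summed across four imaged fields per well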
Lipid droplet cells 6.5 µM – further read-out of Lipid droplet, marked with its call; cell count; measured here: cell count, cytotoxicity flag;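 cells counted across two imaged fields per well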
b-catenin transl cell count 5 µM – second read-out of b-catenin transl, no call of its own (marks repeat the call); cell count; measured here: cell count, cytotoxicity flag
T cell modulator vesicle-bound % – recorded beside T cell modulator, whose call it bears; double positive events, %; measured here: CD8+ vesicle-bound cell fraction;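 binding gate set so that unloaded-vesicle control wells show 10% double positive cells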
MT stabilizer Hoechst-high % – further read-out of MT stabilizer, marked with its call; % Hoechst-high responders; measured here: nuclear condensation Hoechst responders;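 share of cells brighter than vehicle mean plus two SD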
MT stabilizer cytotoxicity % – further read-out of MT stabilizer, marked with its call; toxicity, %; measured here: cytotoxicity by cell density;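 0% = mean cell density of plate MIN control wells and 100% = no cells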
Autophagy HCS cell loss 18 h – further read-out of Autophagy HCS, marked with its call; toxicity, %; measured here: cell loss, nuclei count;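 cell loss after 18 h compound exposure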
Myeloid diff 2 GFP+ MAC1+ % – recorded beside Myeloid diff 2, whose call it bears; GFP+ MAC1+ double positive, %; measured here: differentiation confirmed by MAC1 staining
Active calls of the source: *; i = inactive; ? = inconclusive; / = no result given.

The line under a structure holds: MT stabilizer, MT stabilizer Hoechst-high %, MT stabilizer cytotoxicity %, T cell modulator, T cell modulator vesicle-bound %, WT yeast gro inh, WT yeast gro inh mutant strain, West Nile virus CPE, b-catenin transl, b-catenin transl cell count 5 µM, Myeloid diff 2, Myeloid diff 2 GFP+ MAC1+ %, Lipid droplet, Lipid droplet cells 6.5 µM, Insulin prom up, Insulin prom up cell count, Autophagy HCS, Autophagy HCS cell loss 18 h
1	CCCCNC(=S)NNC(=O)c1csc2ccccc12
→ 1.5, 1.8, 5.8, i, 55, 11, 19, -0.2%, /, /, i, 3.1, /, /, 1.1, 1057, i, 3
2	O=C(NCc1ccc(OC(F)(F)F)cc1)C1CC(c2ccccc2[N+](=O)[O-])=NO1 (stereo unspecified)
→ 2.2, 2.2, 3.6, i, 20, -2, -6, -0.8%, /, /, i, 1.2, /, /, /, /, i, -10
3	Cc1c(NCc2ccncc2)cccc1C(=O)O
→ /, /, /, i, 62, /, /, 0.1%, /, /, i, 0.4, 8, 879, /, /, /, /
4	Cc1csc(NC(=O)c2ccc(-c3ccc(Cl)cc3Cl)o2)n1
→ 1.2, 2.6, 5.9, i, 43, 13, -11, -0.3%, -0.1, 950, i, 0.9, 2, 633, 0.28, 2293, i, -8
5	CCOC(=O)CSc1nc2cc3c(cc2cc1C#N)OCO3
→ 4.9, 1.9, 6.8, i, 26, 9, -7, 0.0%, -6.2, 962, i, 0.4, /, /, -0.22, 1282, i, -39
6	COC(=O)c1ccc(Cn2nc(-c3ccc(C)c(C)c3)ccc2=O)cc1
→ /, /, /, i, 45, /, /, 0.2%, /, /, i, 0.4, -9, 773, /, /, /, /
7	O=C(CSc1n[nH]c(=O)n1Cc1ccco1)Nc1ccccc1Cl
→ /, /, /, i, 24, /, /, 0.0%, 0.7, 1359, i, 1.0, 0, 685, 0.65, 976, /, /
8	COc1ccc(C(=O)Cn2cnc3ccc(Cl)cc3c2=O)cc1F
→ /, /, /, i, 24, /, /, -0.1%, /, /, i, 0.2, 16, 800, /, /, /, /
9	COCCCNS(=O)(=O)c1cccc(S(=O)(=O)c2cccc(S(=O)(=O)NCCCOC)c2)c1
→ /, /, /, i, 41, /, /, -0.4%, /, /, i, 0.8, 32, 687, /, /, /, /
10	CCOC(=O)c1ccc(Oc2nc(N(C)C)nc(N3CCOCC3)n2)cc1
→ 2.9, 1.4, 11, i, 57, 0, -10, 0.0%, -1.7, 1109, i, 0.2, 14, 686, -0.17, 1472, i, 5
11	Cc1ccc(S(=O)(=O)NNC(=O)C2CCN(S(=O)(=O)c3ccc(C)cc3)CC2)cc1
→ 3.0, 2.6, 11, i, 38, -5, 0, -0.3%, /, /, i, 1.0, /, /, /, /, i, 5
12	O=C1Nc2cc(Cl)c(Cl)cc2N(O)N1c1ccccc1Cl
→ 6.1, 2.8, 4.8, i, 56, 1, -28, 1.1%, 0.8, 1118, i, 0.2, -2, 723, 0.56, 1218, i, -11
13	COc1ccc(C(=O)NCCCc2ccccc2)cc1OC
→ /, /, /, i, 17, /, /, -0.4%, /, /, i, 0.5, -11, 818, /, /, /, /
14	c1ccc(CCn2nnnc2C(c2cccnc2)N2CCOCC2)cc1 (stereo unspecified)
→ 2.5, 2.6, 11, i, 32, -9, 6, 0.7%, -2.4, 1090, i, 0.1, 4, 676, 0.18, 1437, i, -2
15	COc1ccccc1CNC(=O)c1ccc(-c2ccccc2C(F)(F)F)o1
→ 3.9, 1.8, 5.6, /, /, 64*, -11*, -1.3%, /, /, i, 1.0, -34, 699, -0.38, 1280, i, -3
16	Cc1occc1-c1nnc(SCC(=O)N2CCN(c3ccc(F)cc3)CC2)n1C
→ 3.7, 2.3, 1.0, i, 27, -46, -8, -1.1%, -1.7, 1140, i, 0.9, /, /, 0.14, 1194, i, 7
17	Cc1ccc(-n2nnc3c(=O)n(CC(=O)OCc4ccccc4)cnc32)cc1
→ 5.7, 1.5, 8.2, i, 25, 11, -2, 0.3%, -2.9, 1248, i, 0.9, -16, 555, 1.3, 1991, /, /
18	CCCCN=C1NN=C(c2cccc([N+](=O)[O-])c2)CS1
→ 3.4, 2.5, 0.1, i, 26, 16, -6, -1.3%, -2.6, 1137, i, 0.4, 5, 695, 1, 1483, i, -5
19	Cc1cccc(NC(=O)CSc2cccc3cccnc23)c1
→ /, /, /, i, 15, /, /, 0.5%, /, /, i, 0.3, -14, 839, /, /, /, /
20	Cc1nc2ncnn2c(C)c1CCC(=O)NCc1ccc2c(c1)OCO2
→ 5.8, 3.0, 5.0, i, 29, -15, -2, -0.2%, -0.7, 1421, i, 2.5, /, /, 0.66, 1178, i, -11
21	COc1ccc(OC)c(NC(=S)N2CCCC2)c1
→ /, /, /, i, 4, /, /, -0.1%, /, /, i, 0.7, -5, 681, /, /, /, /
22	CCOC(=O)c1[nH]c(C)c(C(=O)N2CCN(c3ccccc3)CC2)c1C
→ 4.6, 3.2, 6.6, i, 50, -2, -40, -0.4%, -1.4, 1490, i, 0.9, /, /, 0.46, 1312, i, 4
23	COc1ccc(C(c2nnnn2CS(=O)(=O)c2ccc(C)cc2)N2CCN(Cc3ccccc3)CC2)cc1 (stereo unspecified)
→ 2.0, 1.4, 3.8, i, 48, /, /, -0.7%, /, /, i, 1.2, /, /, /, /, i, -7
24	Cn1c(=O)c2c(ncn2CC(=O)N/N=C/c2cn[nH]c2-c2ccc(F)cc2)n(C)c1=O
→ 3.0, 2.8, 6.4, i, 14, 2, 13, 0.0%, -2.0, 1095, i, 0.5, 4, 688, -0.08, 1455, i, 1
25	Cc1ccc(C(=O)OCCN2CCN(c3ncc(C(F)(F)F)cc3Cl)CC2)cc1
→ 1.9, 1.3, 9.4, i, 38, 67*, 61*, 0.1%, 1.6, 1358, ?, /, /, /, 0.21, 1553, i, -17
26	CC(C)OC(=O)c1cc2c(ccn2-c2ccc(F)cc2)n1CC(=O)N1CCN(C(=O)c2ccco2)CC1
→ /, /, /, i, 28, /, /, -0.2%, -1.4, 1258, i, 0.5, -21, 634, 0.05, 856, /, /
27	CC(C)CC(=O)NN1CCCCC1
→ 3.9, 2.8, 4.0, i, 52, /, /, 0.1%, -1.2, 833, i, 0.3, 6, 808, /, /, i, -38
28	COC(=O)CSc1[nH]c2ccc(F)cc2c1[N+](=O)[O-]
→ /, /, /, i, 10, /, /, 0.3%, -0.2, 1415, i, 0.7, 4, 650, -0.41, 919, /, /
29	Cc1cccc(/C=N/NC(=O)c2cc(-c3cccnc3)nc3ccccc23)c1
→ 5.8, 2.3, 6.5, i, 34, 12, 4, -0.1%, 4.0, 955, i, 0.8, 9, 672, -0.12, 1148, i, 11
30	CCc1cccc2c(C(=O)C(NC(C)CC)c3ccccc3)c[nH]c12 (stereo unspecified)
→ /, /, /, i, 17, /, /, -0.9%, /, /, i, 0.3, -30, 816, /, /, /, /
31	CCOC(=O)C(C)Sc1ccc2nnc(CCNS(=O)(=O)c3ccc(C)cc3)n2n1 (stereo unspecified)
→ 1.3, 1.7, 8.3, i, 41, -15, 5, 0.4%, -1.3, 1101, i, 2.3, -23, 670, -0.04, 1312, i, -4
32	Cc1nn(CCO)c(C)c1Oc1ccccc1O
→ 5.9, 3.6, 9.5, i, 36, -4, -3, 0.1%, -6.6, 985, i, 0.8, /, /, 0.61, 1259, i, -8
33	CCc1ccc(Nc2nnc(SCC(=O)Nc3cccnc3Cl)s2)cc1
→ 4.3, 2.5, 6.7, i, 57, 13, -10, -0.9%, -2.2, 1080, i, 0.4, -4, 506, 0.69, 1416, i, 21
34	CCn1c(SCC(=O)N2CCCCCC2)nc2c(c1=O)SCC2
→ /, /, /, i, 66, /, /, -0.7%, /, /, ?, /, 4, 683, /, /, /, /
35	COc1cc(C2NC(=S)NC(c3ccccc3)=C2C(C)=O)cc(Cl)c1OCC(=O)O (stereo unspecified)
→ 1.1, 1.1, 5.2, i, 30, -1, -3, 0.3%, -1.6, 1399, i, 1.2, /, /, 1.7, 1368, i, -5
36	[O-]/C(=C(\C(=S)NCc1ccccc1)[n+]1ccccc1)c1ccc(Cl)cc1
→ 1.7, 1.3, 1.4, i, 20, 20, 6, 0.1%, -1.5, 1076, i, 0.4, 4, 671, 0.98, 1256, i, 16
37	CCCCNC(=O)NS(=O)(=O)c1ccc(C(=O)OC)o1
→ 3.4, 1.4, 0.7, i, 56, 8, 13, 0.6%, /, /, i, 1.2, -9, 737, 0.41, 1265, i, 1
38	O=C(CSc1ccccc1C(=O)O)NC1CCCCCC1
→ /, /, /, i, 56, /, /, 0.4%, -0.4, 1299, i, 0.6, 21, 764, -0.08, 1030, /, /
39	CN1CCN(/N=C/c2ccc(Br)cc2)CC1
→ 1.4, 2.7, 0.5, i, 28, 2, 12, 0.2%, 2.0, 1067, i, 0.3, -5, 729, 0.13, 1008, i, 0
40	Cc1ccc(S(=O)(=O)NC(CC(C)C)C(=O)Nc2nccs2)cc1 (stereo unspecified)
→ 1.6, 1.8, 9.0, i, 34, 2, 7, -0.1%, -6.5, 1256, i, 0.4, -8, 767, 0.46, 846, i, 2
41	COc1ccc(/C=N/Nc2nn3cnnc3c3ccccc23)cc1
→ /, /, /, i, 26, /, /, 1.1%, 0.9, 1327, i, 0.3, 4, 753, 0.29, 967, /, /
42	Cc1cc(NC(=O)COC(=O)c2ccc(S(=O)(=O)N3CCCC3)cc2)no1
→ 5.7, 2.5, 8.9, i, 24, -2, 12, -0.5%, -5.9, 1121, i, 0.2, 0, 703, 0.37, 1218, i, 31
43	Cc1ccc(NC2=C(NC(=O)c3ccccc3)C(=O)c3ccccc3C2=O)cc1Cl
→ 5.4, 0.9, 7.0, i, 40, 68*, 23*, -1.0%, -4.0, 1112, i, 1.3, -7, 611, -0.31, 1308, i, 14
44	CC(Oc1ccccc1)C(=O)N1CCN=C1SCc1ccccc1F (stereo unspecified)
→ /, /, /, i, 31, /, /, -0.3%, -2.7, 1158, i, 0.5, 0, 686, -0.26, 1436, /, /

Assay outcomes as filed in PubChem BioAssay.

Outcome played no part in choosing rows; any-hit rate near 3.9%.
